Screens from PubChem.
Autophagy mod: modulators of autophagy. MEF GFP-LC3 puncta imaging; test concentration mostly 10 µM. calls only at 10 µM (by protocol). actives 0.98% (n = 190,000). AID 463193;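 active = percentage of spot-positive cells more than 3 SD above its plate mean, without a fluorescence outlier flag or 80% toxicity; inconclusive = no clear call, values can overlap the other calls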;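 note: spot-positive cell cutoff set from DMSO-treated cells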
MT stabilize HCS: microtubule stabilization, imaging screen. HeLa tubulin immunostaining HCS, 24 h; share of cells brighter than vehicle mean+2SD. % tubulin-high responders, % at 10 µM. actives 0.83% (n = 200,000);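 active = plate Z-score above 3 for both tubulin-high and condensed-nucleus cell shares, with cell loss under 80%, at 10 µM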;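 note: anti alpha tubulin signal scored within the nucleus-defined area of each cell; some results filed as inactive read as strong as hits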
ER stress rescue: rescue of cells from ER stress-induced death, primary screen, 384-well, CSM14.1, thapsigargin, ATP luminescence (AID 1222); CSM14.1 thapsigargin-induced death rescue, ATP luminescence; higher % means a stronger effect; cellular ATP content (survival), % at 20 µM, or EC50 in µM where a hit was titrated; 190,000 tested, under 10 active;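 active = EC50 below 50 µM in the dose-response confirmation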;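 note: death triggered by thapsigargin at about 15 µM added after 2 h compound pretreatment; cell ATP read after overnight thapsigargin exposure of roughly 18 to 22 hours; normalized against plate controls of thapsigargin alone and 5% DMSO vehicle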
M17LAP inhibition: P. falciparum M17LAP inhibitors, primary screen, biochemical, fluorogenic H-Leu-NHMec substrate, 1536-well (AID 1619). recombinant M17LAP, H-Leu-NHMec fluorogenic kinetic assay; higher % means a stronger effect. inhibition, % at 30 µM, or IC50 in µM where a hit was titrated. actives 0.38% (n = 220,000);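 active = compound inhibiting the enzyme by more than half at any dose during confirmatory dose-response retesting; inconclusive = strong single-dose inhibitors picked by rank but not retested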;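 note: plate controls were full reaction with DMSO carrier for no effect and no enzyme background for full effect; strong numbers were not always called active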
Yfh1-depleted yeast: enhancers of respiration in Yfh1-depleted yeast, dose response, Friedreich's ataxia, plus single-dose screen (AID 1465). S. cerevisiae Yfh1-off respiration, WST-1 reduction, 72 h; higher fold induction means a stronger effect. one-dose fold induction at 50 µM; EC50 in µM for titrated hits. actives 0.074% (n = 220,000);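 active = fold induction of absorbance versus untreated yeast above a set limit, then at least 30% activation at any dose in follow-up; inconclusive = repeats straddling the limit, or above it without dose testing; inactive = fold induction below the set limit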;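 note: activators that raise dye reduction in frataxin-depleted yeast; strong numbers were not always called active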
Dynein transport: dynein cargo transport inhibition; actives 0.47% (n = 220,000); 3617.4 mouse cells, GR-EGFP nuclear translocation imaging; test concentration mostly 20 µM; stimulated with dexamethasone, 1 µM; active compounds read low; z-score, hits read low;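 active = plate z-score of nuclear minus cytoplasmic receptor signal below a set negative limit, without overly bright fluorescence or cell loss, cut at about -3.5 in these data, passing the limit was not always enough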;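 note: z-score of nuclear minus cytoplasmic ring GR-EGFP intensity difference per well; some compounds called inactive have numbers as strong as hits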
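medium = tetracycline-free induction medium containing charcoal-stripped FBS | probe or stimulus = dexamethasone, 1.0 µM final | timing = 48 h induction, then 1 h compound, then 30 min agonist, 37 °C | detection = automated 10x imaging of fixed Hoechst-stained cells | read-out basis = nuclear versus cytoplasmic GR-EGFP signal, averaged per well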
Lipid droplet: hepatic lipid droplet formation modulation | AML12 mouse hepatocytes, oleate lipid droplets, BODIPY imaging | actives 0.4% (n = 240,000) | inhibition, % at 6.5 µM;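 active = lipid droplet intensity inhibited by at least 50%, with more than 500 cells counted; inconclusive = wells with under 300 cells, treated as cytotoxic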
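Material – mouse AML12 hepatocyte cell line, fixed after treatment · Compound dosing – one dose, 6.5 µM compound · Times – compound with oleate, overnight · Measured by – Image-based BODIPY and DAPI two-channel analysis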
P. falciparum M1AAP: P. falciparum M1AAP inhibitors, biochemical, fluorogenic H-Leu-NHMec substrate, 1536-well (AID 1445). recombinant M1AAP, H-Leu-NHMec fluorogenic kinetic assay; higher % means a stronger effect. inhibition, % at 30 µM, or IC50 in µM where a hit was titrated. actives 0.42% (n = 220,000);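 active = primary inhibition above the hit cutoff, then over 50% inhibition at one or more dose response concentrations, cut at about 23% in these data, passing the limit was not always enough; inconclusive = conflicting primary data, or primary hits not chosen for dose response; inactive = low primary inhibition, or under 50% at every dose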;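 note: plate controls were DMSO full reaction for no effect and no enzyme background for full effect; strong numbers were not always called active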
Ins promoter up: MIN6 insulin promoter up-regulation; z-score at 5 µM; actives 0.3% (n = 190,000); AID 1625; MIN6 insulin promoter-GFP reporter, high-content imaging; active compounds read high;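 active = z-score above 3 at 5 µM with at least 500 cells counted in the well; inconclusive = wells under 500 cells, flagged as cytotoxic or low count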
Dynein transport cytoplasmic EGFP: also measured in Dynein transport; calls as there; z-score; measured here: cytoplasmic GR-EGFP intensity; active compounds read high
Dynein transport nuclear GR-EGFP: also measured in Dynein transport; calls as there; z-score; measured here: nuclear GR-EGFP intensity;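 lower value marks the stronger effect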
Dynein transport cell count: second read-out of Dynein transport, no call of its own (marks repeat the call); z-score; measured here: cell count per field
Ins promoter up cell count: second read-out of Ins promoter up, no call of its own (marks repeat the call); cell count; measured here: cytotoxicity, nuclei count;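 total cells summed across four imaged fields per well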
Lipid droplet cells 6.5 µM: second read-out of Lipid droplet, no call of its own (marks repeat the call); cell count; measured here: cell count, cytotoxicity flag;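 cells counted across two imaged fields per well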
MT stabilize HCS Hoechst-high %: further read-out of MT stabilize HCS, marked with its call; % Hoechst-high responders; measured here: nuclear condensation Hoechst responders;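 share of cells brighter than vehicle mean plus two SD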
MT stabilize HCS cytotoxicity %: further read-out of MT stabilize HCS, marked with its call; toxicity, %; measured here: cytotoxicity by cell density;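 0% = mean cell density of plate MIN control wells and 100% = no cells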
Autophagy mod cell loss 18 h: further read-out of Autophagy mod, marked with its call; toxicity, %; measured here: cell loss, nuclei count;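 cell loss after 18 h compound exposure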
* marks the source's active call; other numbers are inactive results; i = inactive; ? = inconclusive; . = not tested or not shown; + = active, no number; & = joins results of further samples.

SMILES	Autophagy mod	Autophagy mod cell loss 18 h	MT stabilize HCS	MT stabilize HCS Hoechst-high %	MT stabilize HCS cytotoxicity %	ER stress rescue	M17LAP inhibition	Yfh1-depleted yeast	Dynein transport	Dynein transport cytoplasmic EGFP	Dynein transport nuclear GR-EGFP	Dynein transport cell count	Lipid droplet	Lipid droplet cells 6.5 µM	P. falciparum M1AAP	Ins promoter up	Ins promoter up cell count
CCc1ccc(NC(=S)NC2CC3CCCC(C2)N3Cc2cccs2)cc1 (centres undefined)	i	21	2.8	2.2	9.1	2.1%	5%	i	-0.46	-0.21	0.27	0.14	.	.	1%	-2.1	811
Cc1cccc(-n2nc(C(=O)c3ccco3)cc(-c3nc4ccccc4[nH]3)c2=N)c1	i	-6	2.1	4.9	4.5	1.3%	11%	i	0.075	-0.28	-0.22	0.4	-2	693	-12%	-1.1	1013
COc1ccc(/C(O)=C2/C(=O)C(=O)N(c3ncccn3)C2c2ccc(OC)cc2)cc1 (centres undefined)	i	35	1.7	1.3	3.8	-0.3%	13%	i	1.4	-0.22	1.4	-1.1	13	714	-2%	0.04	1294
COc1ccc(N2CCN(C(CNC(=O)C(=O)NCc3ccc4c(c3)OCO4)c3ccco3)CC2)cc1 (centres undefined)	i	2	1.4	1.8	3.2	.	-4%	i	-0.33	-0.32	-0.26	-0.4	4	709	2%	-1.2	1321
O=C(CN1C(=O)CC(c2ccccc2)Sc2ccccc21)NCC1CCCO1 (centres undefined)	i	4	3.2	1.8	3.9	8.2%	2%	i	0.059	-0.28	0.22	0.17	3	730	0%	0.27	1223
CCC(=O)Nc1ccc2nc(SCC(=O)N3CCOCC3)sc2c1	i	5	1.7	1.4	3.0	2.4%	-2%	i	-0.56	-0.25	-0.14	0.34	5	707	10%	0.3	1372
Cc1ccccc1C(=O)Nc1ccc(C(=O)N/N=C/c2ccc(F)cc2)cc1	i	-6	2.5	0.6	7.0	-1.1%	5%	i	1.2	-0.18	0.36	-0.78	2	691	1%	1.7	1248
NS(=O)(=O)c1cccc(NC(=O)COC(=O)c2cc(-c3ccc(Cl)cc3)nc3ccccc23)c1	i	4	3.7	3.5	4.4	-2.8%	5%	i	-0.35	-0.29	-0.34	0.77	3	591	1%	-0.25	1270
CC1CCN(Cc2c(C#N)c3ccccc3n2C)CC1	i	-11	2.7	3.8	13	1.7%	-3%	i	1.7	-0.17	1.3	-0.001	.	.	8%	.	.
CS(=O)(=O)c1ccc(C(=O)OCC(=O)NC2CCS(=O)(=O)C2)cc1[N+](=O)[O-] (centres undefined)	i	15	1.3	3.1	6.7	-1.1%	-11%	i	0.6	-0.19	0.035	0.6	-1	688	-6%	.	.
COc1ccc2c(c1)C(=O)N(c1ccccc1OC)C(=O)C2	i	6	3.3	1.9	6.4	.	-6%	i	-1.1	-0.26	-0.33	1.1	13	719	-2%	0.86	1137
O=C(N/N=C/c1cccc(O)c1)c1csc2ccccc12	i	-12	2.7	2.1	7.5	-2.6%	-2%	i	-0.14	-0.4	0.14	-0.6	3	708	2%	0.14	1156
Cc1nc2ncnn2c(C)c1CCC(=O)NCc1ccccc1	i	-11	5.3	3.4	7.0	-0.2%	-1%	i	0.18	-0.35	0.32	0.43	.	.	1%	0.27	1392
O=S(=O)(NC1CCCCC1)c1ccc(Cl)nc1	i	-10	2.7	3.0	4.8	-1.1%	11%	i	-0.65	-0.31	-0.64	0.61	-20	733	2%	0.05	1244
O=C(NCc1ccccc1)C1=C[C@@H](c2ccc(Br)cc2)C[C@@H](OCc2ccc(CO)cc2)O1	i	27	2.0	1.3	8.6	0.6%	8%	i	-0.43	0.13	0.16	-0.8	-6	759	3%	.	.
Cc1ccc(C)c(N(C(=O)Cn2nnc(-c3cccs3)n2)C(C(=O)NC2CCCC2)c2ccncc2)c1 (centres undefined)	i	4	1.1	1.6	4.7	-1.2%	-3%	i	-0.099	-0.22	-0.59	0.64	.	.	2%	.	.
COc1ccc(NC(=S)N(CCCN2CCCC2)Cc2cccs2)cc1	i	-3	4.8	1.7	5.7	4.9%	-5%	i	-0.22	-0.24	-0.061	0.071	1	721	-5%	0.4	1257
O=C(CSc1nnc(CNc2ccc(F)cc2)o1)c1ccccc1	i	-23	3.6	0.7	7.9	-0.9%	.	i	-1.5	-0.33	-0.68	1.4	-3	753	.	0.39	1484
COc1cc(CN2CCC(C(=O)N3CCCC(C)C3)CC2)cc(Br)c1O (centres undefined)	i	7	5.1	3.6	5.6	-0.4%	3%	i	0.97	-0.12	-0.16	-1.1	.	.	7%	-0.16	1130
CS(=O)(=O)N(CC(=O)Nc1ccccc1)c1cccc(Cl)c1Cl	i	10	2.6	3.5	6.4	-1.1%	-3%	i	2.9	-0.18	1.5	-1.5	34	677	11%	-0.23	1007
O=C(Nc1nccs1)c1cc2cc(Cl)ccc2oc1=O	.	.	.	.	.	.	4%	i	0.24	-0.22	1.1	-1	-27	678	9%	-0.9	1050
Cc1ccc(C)c(SCc2nc3sc(C(=O)O)c(C)c3c(=O)[nH]2)c1	.	.	.	.	.	.	2%	i	-1.3	-0.79	-0.95	0.62	0	697	4%	-0.38	970
CC(Sc1nc2ccccc2[nH]1)C(=O)Nc1ccccc1F (centres undefined)	i	-1	4.1	2.6	6.1	2.4%	-5%	i	-0.59	-0.13	-0.51	1.4	-1	646	11%	-0.35	1622
Cc1ccc(NC(=O)CCn2c(=O)oc3ccccc32)cc1	i	-42	2.8	3.6	2.9	-0.4%	6%	i	-0.14	-0.21	-0.34	0.23	.	.	10%	0.58	1362
Cc1cc(NS(=O)(=O)c2ccccc2)n(-c2ccccc2)n1	i	-1	2.4	2.0	7.6	.	60%	i	-1.3	-0.22	-0.42	0.33	10	529	9%	0.04	1290
Cc1cc(C)c2nc(NC(=O)c3ccc(OCC4CCCO4)cc3)sc2c1 (centres undefined)	i	-7	3.2	1.7	6.7	-3.4%	-6%	i	0.0022	-0.29	-0.44	0.03	-1	666	4%	0.18	1277
O=C(O)COc1ccccc1/C=N/NC(=O)CSc1nc2ccccc2n1Cc1ccc(Cl)cc1	.	.	.	.	.	.	30%	i	0.23	-0.24	0.53	0.97	16	732	8%	.	.
CCn1nnc(NC(=O)c2cc(Cl)c(OC)c(Cl)c2)n1	i	-7	5.5	2.3	11	-2.2%	6%	i	-0.29	-0.25	0.16	1	.	.	-7%	0.19	1085
COc1ccc2c(c1)c1ncn(CCN3CCCC3)c(=O)c1n2C	i	0	3.5	0.9	2.5	-1.4%	-58%	i	0.92	-0.21	0.27	-0.2	.	.	1%	-0.25	1224
CCOc1cc(/C=C2/C(=O)ON=C2C)ccc1OCc1ccccc1F	i	7	3.8	2.2	7.3	0.4%	8%	i	1.3	0.91	-0.12	-1.6	.	.	0%	2.8	1466
COc1cc(/C=C2\N=C(c3ccccc3)NNC2=O)cc(OC)c1OC	.	.	.	.	.	.	4%	i	0.9	-0.22	0.26	-0.67	-9	687	-1%	-0.47	755
CC(=O)/C=C(/C)NC(Cc1c[nH]c2ccccc12)C(=O)O (centres undefined)	i	2&-7	5.1&4.1	3.4&2.7	12&5.1	0.8%&-1.5%	-1%&-8%	i	-0.091&-0.68	-0.3&0.96	-0.12&0.18	0.68&0.18	14	756	7%&7%	0.06&0.11	1471&1129
Cc1ccc(S(=O)(=O)n2nc(-c3ccco3)nc2SCc2ccccc2)cc1	i	0	1.4	0.1	20	-3.1%	14%	.	-0.15	0.41	0.6	0.62	-52	672	2%	-0.25	1727
Cc1ccc(-c2ccc(/C=C3\SC(N4CCOCC4)=NC3=O)o2)cc1	+	25*	5.2	4.3	8.2	0.5%	13%	i	-0.54	-0.088	-0.2	0.95	?	.	16%	-0.35	1089
CC1(C)CC(=O)C(Sc2ccccc2C(=O)O)=C(O)C1	i	3	8.7	2.3	8.4	-1.1%	3%	i	-0.75	-0.1	-0.73	1.3	1	744	1%	0.38	1168
CCOC(=O)c1cnc(-n2nc(C)cc2C)nc1NCCc1ccccc1	i	8	3.0	2.9	8.6	17%	-1%	i	-0.23	-0.32	0.14	-0.25	.	.	11%	-2.3	732
CC(C)(C)C(=O)NCCN1C(=O)S/C(=C\c2ccc([N+](=O)[O-])cc2)C1=O	i	8	4.8	3.2	8.6	-1.1%	14%	i	-0.45	-0.054	-0.53	-0.062	-26	594	9%	-0.54	1283
C/C(=N\NC(=O)CNC(=O)C(c1ccccc1)c1ccccc1)c1ccc(C(C)(C)C)cc1	i	0	1.6	2.1	5.3	0.2%	4%	i	0.27	-0.25	0.25	-0.39	-15	468	-2%	-0.05	1452
